BCR signal inh – chronic active BCR signaling inhibition; ABC-DLBCL IkBa-CBG/CBR reporter, luminescence ratio, 4 h; Potency, µM (series often up to 46.1 µM), inactives show top-dose ratio change, negative = lower green/red ratio, hits mostly inhibitors; 340,000 tested, 0.05% active; AID 493014; active means well fitted inhibition curve with a large enough effect in the signal ratio, with a control signal flat, not every such curve was filed as active; inconclusive means small, poorly fitted or top-dose-only effect, or effect the other way, or a change in a side signal; the % refers to the signal ratio;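 further: potency means the concentration at half of the fitted maximal effect; plate controls were basal doxycycline-induced cells for no effect and cells given 10 µM MG132 for full effect; MG132 reads +100%, hits lower the ratio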
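Compounds up to 46 uM were incubated four hours with TMD8 cells whose green CBG68 luciferase is fused to IkappaBalpha; red CBR luminescence normalised the signal, and concentration-effect curves were fitted to fusion, red and ratio data.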
TCR act – T cell receptor activation; primary human leukocytes, anti-CD3, IL-2 HTRF, 48 h; Potency, µM (top dose mostly 9.22 µM), inactives show at the top dose activation of IL-2 secretion, most hits filed as activators; 330,000 tested, under 10 active; AID 504894; further: % of control where 0% means no effect
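IL-2 produced over 48 hr by a-CD3 bead-stimulated primary human leukocytes exposed to compounds was detected with a homogeneous time-resolved FRET immunoassay, 665nm acceptor signal after 320nm excitation.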
TSHR antag – antagonists of human thyroid stimulating hormone receptor; TSHR-expressing cells, TSH-stimulated cAMP HTRF, 2 h; hits give low values; 330,000 tested, 0.2% active; activity change, negative = inhibition, % at 11.5 µM; AID 504810;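 active means activity change below a set negative limit, meaning inhibition stronger than a set level, cut at about -70% in these data; inconclusive means activity change between two set negative limits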; further: on the % scale 0 is the no-effect control and ±100 the full control effect
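Cell-based HTRF cAMP assay; TSHR cells + compound, TSH EC80 (4nM final), 2 h, 37 deg C. Lysis with anti-cAMP cryptate and cAMP-d2, 30 min RT, read 665/620 nm.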
Tb PFK inh – blocks T. brucei phosphofructokinase; O15648; T. brucei PFK, ADP-Glo luminescence; Potency, µM (highest dose often 57.5 µM), inactives show at the top dose activity, negative = inhibition, actives largely listed as inhibitors; 330,000 tested, 0.17% active; AID 485367;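 further: potency means the concentration at half of the fitted maximal effect; 0% = uninhibited 1x PFK enzyme wells and -100% = no-enzyme wells; nearly all actives have a fitted effect of over 60% in size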
Target sequence (O15648 whole entry, looked up): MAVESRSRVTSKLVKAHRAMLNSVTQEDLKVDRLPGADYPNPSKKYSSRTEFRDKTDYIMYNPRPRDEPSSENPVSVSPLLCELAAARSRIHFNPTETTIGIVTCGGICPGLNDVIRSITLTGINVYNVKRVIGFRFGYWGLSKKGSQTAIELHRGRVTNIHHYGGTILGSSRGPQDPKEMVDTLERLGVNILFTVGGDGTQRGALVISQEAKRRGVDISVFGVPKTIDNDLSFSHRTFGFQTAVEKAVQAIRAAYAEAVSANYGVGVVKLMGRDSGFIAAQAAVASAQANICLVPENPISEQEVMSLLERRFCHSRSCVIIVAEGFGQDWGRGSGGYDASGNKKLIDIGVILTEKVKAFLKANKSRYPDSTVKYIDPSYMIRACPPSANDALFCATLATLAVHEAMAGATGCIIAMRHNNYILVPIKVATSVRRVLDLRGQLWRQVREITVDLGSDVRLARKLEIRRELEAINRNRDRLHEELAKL
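Activity is normalized to no-enzyme wells (full inhibition) and 1.25 nM enzyme wells (no inhibition). Reaction: 0.5 mM F6P, 0.1 mM ATP, 45 min RT, ADP-Glo luminescence; concentration-response curves fitted and classed by quality.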
AT treatment – candidate therapy for ataxia-telangiectasia; […] A-T fibroblasts, KAP-1 phosphorylation AlphaLISA; neocarzinostatin DNA damage 30 min before lysis; Potency, µM (titrated, usually from 57.5 µM), without a hit: at the highest dose activation, usual class: activators; 320,000 tested, 0.19% active; further: potency means the concentration at half of the fitted maximal effect; % of control where 0% means no effect; nearly all actives have a fitted effect of over 45% in size
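hTERT-immortalized A-T patient fibroblasts ([…]), 500 cells/well in OPTI-MEM, 1% FBS, got compounds for 60 min, then NCS for 30 min at 37C. Lysates were then assayed for phospho-KAP-1 by AlphaLISA (anti-pKAP1 donor, anti-KAP1 acceptor beads), 6 hr at 25C.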
FBPA coupling cs – inhibits coupling enzyme system, counter-screen for aldolase hits; 290,000 tested, 0.67% active; coupling enzyme system counterscreen, AmpLite Red fluorescence; activity change, negative = inhibition, % at 58.2 µM, hits read low; in the data active means activity change below about -30%; further: on the % scale 0 is the no-effect control and ±100 the full control effect
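Counterscreen lacking aldolase: glyceraldehyde-3-phosphate coupling-enzyme reagent preincubated 10 min at RT with compound (at 57.5 uM final), then substrate/coupling system with AmpLite Red added; fluorescence read at 525/598 nm after 20 min RT.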
KCNH2 WT inh – blocks the wildtype human KCNH2 potassium channel. Q12809. U2OS, BacMam KCNH2, thallium flux FluxOr; hits give low values. activity change, % at 1.84 µM. 340,000 tested, 0.37% active. AID 720551;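 active means maximum activity change below -70%; inconclusive means maximum activity change between -70% and -50%; inactive means maximum activity change above -50%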; further: on the % scale 0 is the no-effect control and ±100 the full control effect
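U2OS cells transduced with wild-type KCNH2 virus are loaded with FluxOr dye for 45 min, and thallium flux is measured in kinetic reads before and after stimulation buffer. Rate constants are normalized to DMSO controls.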
Giardia killer – kills Giardia lamblia; 340,000 tested, 0.15% active; activity change, % at 7.66 µM, hits read low; Giardia lamblia trophozoite viability; in the data active means activity change below about -80%; inconclusive means between about -30% and that limit;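 further: parasites exposed to compound for two days anaerobically before the ATP read; on the % scale 0 is the no-effect control and ±100 the full control effect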
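Viability, read as ATP luminescence: trophozoites at 100 cells/well, compound added, 48 hrs anaerobic at 37 deg C, then 15-30 min room-temperature development before reading.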
CXXC DNA block – MLL CXXC-DNA interaction inhibition; Q03164; 290,000 tested, 0.037% active; MLL-CXXC / FITC-HOXA9 DNA fluorescence polarization; Potency, µM (highest dose often 115 µM), for inactives: at the top dose activity change, negative = inhibition, hits mostly inhibitors; active means well fitted inhibition curve with a large enough effect in the polarisation, with a control signal flat, not every such curve was filed as active; inconclusive means small, poorly fitted or top-dose-only effect, or effect the other way, or a change in a side signal; inactive means no such curve, though single readings can be large or run the other way; the % refers to the polarisation; further: potency means the concentration at half of the fitted maximal effect
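Steps: dispense CXXC domain solution (7 uM) → pin compounds or unlabeled HOX-A9 DNA control → 5 min ambient → add FLSN-HOX-A9 solution (50 nM) → spin → 30 min ambient → fluorescence polarization. Tris pH 7.5/NaCl/DTT/BSA buffer.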
GALK inhibitor – inhibitors of human galactokinase; P51570; Purified GALK, Kinase-Glo residual ATP luminescence; Potency, µM (series often up to 57.5 µM), for the others: at the highest dose activity change, negative = inhibition, hits mostly inhibitors; 270,000 tested, 0.007% active; AID 1868; further: potency means the concentration at half of the fitted maximal effect; on the % scale 0 is the no-effect control and ±100 the full control effect
Target sequence (P51570 whole entry, looked up): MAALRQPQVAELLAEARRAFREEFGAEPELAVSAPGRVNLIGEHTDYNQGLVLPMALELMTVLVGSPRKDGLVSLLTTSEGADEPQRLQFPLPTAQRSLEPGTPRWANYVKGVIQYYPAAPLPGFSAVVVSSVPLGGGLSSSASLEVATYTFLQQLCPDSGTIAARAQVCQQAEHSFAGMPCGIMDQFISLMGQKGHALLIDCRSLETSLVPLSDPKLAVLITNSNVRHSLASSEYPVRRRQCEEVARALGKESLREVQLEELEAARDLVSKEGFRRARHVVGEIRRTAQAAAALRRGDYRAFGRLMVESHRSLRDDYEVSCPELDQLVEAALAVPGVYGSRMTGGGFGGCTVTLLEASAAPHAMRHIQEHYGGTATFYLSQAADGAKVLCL
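The enzyme phosphorylates galactose (100 uM) using ATP (35 uM); inhibition is detected as higher residual ATP, quantified by bioluminescence after 1 h reaction at room temperature, pH 8.0.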
Active calls of the source: *; ? = inconclusive; . = not tested or not shown; & = joins results of further samples; [ ] = remark or other dose. Unless noted, the call rests on the fitted dose curve; in most records, active means well fitted curve in the direction sought with a large enough effect; inconclusive means small, poorly fitted or top-dose-only effect, or another doubt; inactive means no such curve, though single readings can be large; an effect the other way counts as inactive or inconclusive.

SMILES	BCR signal inh	TCR act	TSHR antag	Tb PFK inh	AT treatment	FBPA coupling cs	KCNH2 WT inh	Giardia killer	CXXC DNA block	GALK inhibitor
Cc1cc(C)c(C(=O)N2CCC(N3CCC(C(=O)NC(C)C)CC3)CC2)o1	0%	-1%	10	1%	0%	7	8	-2	?	5%
O=C(O)c1ccc(S(=O)(=O)Nc2cccc(CP(=O)(c3ccccc3)c3ccccc3)c2)cc1	1%	-1%	7	0%	4%	3	0	4	-3%	-1%
COc1cccc(/C=N/NC(=O)c2cc3c(OC)cccc3[nH]2)c1O	?	0%[46.1 µM]	-1	-11%	-5%	0	4	-8	7%	-3%
Cc1ccc2cc(CN(Cc3cccs3)Cc3nnnn3C(C)(C)C)c3nnnn3c2c1	1%	.	-34	2%	0%	-1	.	.	-5%	-4%
Cc1ccc(NC(=S)NCCSc2ccc(Cl)cc2)c(C)c1	?	8%[46.1 µM]	23	-3%	14%	-6	9	3	9%	2%
O=C(NCc1cccnc1)C(=O)Nc1nccs1	-1%	.	17	0%	-2%	1	.	.	-7%	-1%
Cc1ccc(Oc2ccccc2/C=N/O)cc1	?	5%	2	-4%	-2%	3	-7	-15	0%	1%
COc1cc(C2NC(=O)NC(c3ccccc3)=C2C(C)=O)c(Br)cc1OCC(N)=O (configuration not stated)	-3%	.	-8	-1%	-9%	1	-4	16	18%	1%
CC1CCN(C(=O)COC(=O)CNC(=O)c2ccccc2F)CC1	?	-7%	3	0%	-3%	.	-3	-2	.	.
O=C(CCNC(=O)c1ccccc1Cl)Nc1cccc(S(=O)(=O)N2CCOCC2)c1	0%	-6%	5	-10%	3%	.	5	-8	.	.
Cc1nc(SCc2nc3cc(Cl)c(F)cc3[nH]2)c2oc3ccccc3c2n1	1%	-7%	9	5%	3%	.	.	10	.	.
N#Cc1c[nH]n2c(=O)cc(Cc3ccccc3)nc12	6%	2%	-5	0%	12%	3	-4	-5	-1%	-2%
COc1ccc(NC(=O)CCCC(=O)OCC(F)(F)C(F)F)cc1	?	-4%	-15	-5%	-2%	-2	-34	2	-4%	-2%
O=C(/C=C/c1ccc(S(=O)(=O)N2CCOCC2)cc1)NC(=S)Nc1ccc(Cl)cc1Cl	?	3%	2	1%	7%	0	5	2	?	-2%
CC(=O)Nc1ccc(S(=O)(=O)Nc2cccc3cccnc23)cc1	?	8%	0	6%	-1%	-4&-1	-1	-7	-1%	-1%
COc1ccc(CCOC(=O)c2ccc(N)c([N+](=O)[O-])c2)cc1	-3%	9%	-14	-3%	7%	.	-19	12	10%	-3%
CCOC(=O)c1[nH]c2cc3c(cc2c1NC(=O)CN1CCCCC1C)OCO3 (configuration not stated)	0%	.	11	2%	0%	2	.	.	0%	3%
CCC1CCCCN1CCCNC(=O)C1CCCN(c2nn3c(=O)cc(C)nc3s2)C1 (configuration not stated)	-1%	0%	7	-5%	-1%	.	-19	8	9%	5%
CSc1ccccc1C(=O)N1CCC(CCC(=O)NC2CC2)CC1	-1%	3%	-9	-3%	-5%	.	2	-7	-4%	1%
COc1ccc(C2CC(c3cccs3)=NN2C(=O)CSc2nc3ccccc3s2)cc1 (configuration not stated)	4%	-12%[46.1 µM]	-8	6%	-2%	0	-23	13	14%	-1%
CCOC(=O)Cc1csc(NC(=O)CSc2nnc(-n3nc(C)cc3C)c3ccccc23)n1	0%	-3%	-8	-4%	2%	4	7	-6	6%	3%
Cc1ccc(Nc2nnc(SCC(=O)Nc3cccc(S(=O)(=O)NC4=NCCCCC4)c3)s2)cc1	?	1%[46.1 µM]	-4	0%	-6%	-1	1	-10	-5%	0%
CN(CC(=O)Nc1ccc(Cl)cc1)C(=O)CCc1c[nH]c2ccccc12	?	-4%	4	1%	8%	1	-15	-3	9%	4%
CSc1ccc(C(=O)C2CCCN(C(=O)c3ccc4c(c3)no[n+]4[O-])C2)cc1 (configuration not stated)	4%	-7%	-8	-5%	7%	-1	9	3	16%	1%
COc1ccc(S(=O)(=O)N2Cc3ccccc3CC2C(=O)Nc2nccs2)cc1 (configuration not stated)	?	9%	-6	-4%	-4%	1	-10	1	9%	0%

Part of the list above in order of length of the SMILES, lowest first.
SMILES	BCR signal inh	TCR act	TSHR antag	Tb PFK inh	AT treatment	FBPA coupling cs	KCNH2 WT inh	Giardia killer	CXXC DNA block	GALK inhibitor
COc1ccc(NC(=O)CCCC(=O)OCC(F)(F)C(F)F)cc1	?	-4%	-15	-5%	-2%	-2	-34	2	-4%	-2%
COc1ccc(S(=O)(=O)N2Cc3ccccc3CC2C(=O)Nc2nccs2)cc1 (configuration not stated)	?	9%	-6	-4%	-4%	1	-10	1	9%	0%
Cc1ccc(Nc2nnc(SCC(=O)Nc3cccc(S(=O)(=O)NC4=NCCCCC4)c3)s2)cc1	?	1%[46.1 µM]	-4	0%	-6%	-1	1	-10	-5%	0%

Next section
SMILES	BCR signal inh	TCR act	TSHR antag	Tb PFK inh	AT treatment	FBPA coupling cs	KCNH2 WT inh	Giardia killer	CXXC DNA block	GALK inhibitor
CC(=O)c1cccc(S(=O)(=O)N2CCC(C(=O)NC3CCCC3)CC2)c1	-1%	.	18	-21%	-3%	.	2	11	.	.
CSc1ccccc1NC(=O)COC(=O)c1ccccc1Cc1ccccc1	-2%	5%[46.1 µM]	-6	1%	11%	-4	-2	-10	-5%	0%
CC1CCN(C(=O)c2ccc(NS(=O)(=O)c3cccs3)cc2)CC1	2%	-4%	-1	2%	-3%	0	2	13	7%	-3%
O=C(CNC1CCCCC1)Nc1cc(S(=O)(=O)N2CCOCC2)ccc1Cl	-13%	-20%	5	-2%	1%	-1	3	40[activator]	-2%	8%
O=P(Cc1ccncc1)(c1ccccc1)c1ccccc1	-19%	0%	-7	-5%	3%	0	4	4	-3%	0%
Cc1ccc(OCC(=O)OCC(=O)NC2CC2)cc1C	?	-1%	-25	0%	5%	.	13	32[activator]	.	.
CC(C)(C)Cc1nnc(NC(=O)Cc2ccc([N+](=O)[O-])cc2)s1	2%	-2%[46.1 µM]	1	0%	1%	3	-1	-14	9%	0%
O=C(O)CCCNS(=O)(=O)c1cccc2nsnc12	-4%	3%	-15	3%	3%	0	-2	-9	10%	-3%
O=C(NCC(c1ccco1)N1CCc2ccccc21)c1ccccc1F (configuration not stated)	8%	-1%	.	-19%	-11%	.	5	-17	.	.
CS(=O)(=O)NCCSCc1ccc(Cl)cc1	?	1%	1	2%	5%	1	-15	10	-5%	1%
O=C(NCc1cccnc1)C(=O)NCC1OCCN1S(=O)(=O)c1ccccc1 (configuration not stated)	4%	-18%	8	-19%	-1%	8	-11	5	15%	.
COc1cccc(C(=O)NC(=S)Nc2ccccc2N2CCOCC2)c1	?	-4%	-4	-15%	6%	.	-6	-7	39%[activator]	-4%
COc1ccc(NS(=O)(=O)c2ccc(NC(=S)NCC3CCCO3)cc2)cc1 (configuration not stated)	-5%	11%	-4	-4%	5%	.	-6	-10	15%	3%
CCOC(=O)C1=CN(Cc2cccc(F)c2)S(=O)(=O)N(C)C1c1ccc(C(F)(F)F)cc1 (configuration not stated)	5%	-4%[46.1 µM]	-4	1%	0%	.	13	-12	.	.
O=C(C[n+]1ccc(/C=N/O)cc1)NCc1ccccc1	-8%	12%	2	0%	8%	2	2	-1	3%	6%
COC(=O)c1ccc(N2CCCCC2)c(NC(=O)c2ccco2)c1	4%	3%	-6	7%	11%	1	51	-3	3%	-1%
COCc1nnc(NC(=O)c2cccs2)s1	1%	2%	-8	2%	5%	0	-1	17	7%	9%
O=C1CCC/C1=C/Nc1ccc(Cl)cc1	?	-2%	8	1%	0%	-11	-5	-2	-2%	2%
COC(=O)c1cccc(NC(=O)CCc2cc(OC)c(OC)c(OC)c2)c1	1%	3%[46.1 µM]	0	-1%	-2%	-3	3	13	-8%	3%

Arranged by value in TCR act (smallest number first): six of the compounds above.
smiles,TCR act,TSHR antag,CXXC DNA block,GALK inhibitor
O=C(CNC1CCCCC1)Nc1cc(S(=O)(=O)N2CCOCC2)ccc1Cl,-20%,5,-2%,8%
CC1CCN(C(=O)c2ccc(NS(=O)(=O)c3cccs3)cc2)CC1,-4%,-1,7%,-3%
Cc1ccc(OCC(=O)OCC(=O)NC2CC2)cc1C,-1%,-25,.,.
CS(=O)(=O)NCCSCc1ccc(Cl)cc1,1%,1,-5%,1%
COCc1nnc(NC(=O)c2cccs2)s1,2%,-8,7%,9%
COC(=O)c1ccc(N2CCCCC2)c(NC(=O)c2ccco2)c1,3%,-6,3%,-1%

Two entries from above in a different format:
mol,BCR signal inh,TCR act,TSHR antag,Tb PFK inh,AT treatment,FBPA coupling cs,KCNH2 WT inh,Giardia killer,CXXC DNA block,GALK inhibitor
O=C1CCC/C1=C/Nc1ccc(Cl)cc1,?,-2%,8,1%,0%,-11,-5,-2,-2%,2%
COC(=O)c1cccc(NC(=O)CCc2cc(OC)c(OC)c(OC)c2)c1,1%,3%[46.1 µM],0,-1%,-2%,-3,3,13,-8%,3%

From PubChem BioAssay

No enrichment for hits; any-hit rate near 1.6%.
